Bioassay records: PubChem BioAssay, several laboratories
NCOA3 inh: inhibits human SRC3 coactivator; HEK293 GAL4-SRC3 luciferase reporter, luminescence; inhibition, % at 3.6 µM; 360,000 compounds, 0.17% hits;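 active = inhibition above a per-campaign cutoff, the mean of all compounds plus 3 SD, cut at about 60% in these data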;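 also: 0% = DMSO-treated cells and 100% = gossypol-treated cells at 36 µM; higher means less SRC3-driven luciferase light from the GAL4 reporter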
Target sequence (Q9Y6Q9 whole entry, looked up, the tested form may be a part): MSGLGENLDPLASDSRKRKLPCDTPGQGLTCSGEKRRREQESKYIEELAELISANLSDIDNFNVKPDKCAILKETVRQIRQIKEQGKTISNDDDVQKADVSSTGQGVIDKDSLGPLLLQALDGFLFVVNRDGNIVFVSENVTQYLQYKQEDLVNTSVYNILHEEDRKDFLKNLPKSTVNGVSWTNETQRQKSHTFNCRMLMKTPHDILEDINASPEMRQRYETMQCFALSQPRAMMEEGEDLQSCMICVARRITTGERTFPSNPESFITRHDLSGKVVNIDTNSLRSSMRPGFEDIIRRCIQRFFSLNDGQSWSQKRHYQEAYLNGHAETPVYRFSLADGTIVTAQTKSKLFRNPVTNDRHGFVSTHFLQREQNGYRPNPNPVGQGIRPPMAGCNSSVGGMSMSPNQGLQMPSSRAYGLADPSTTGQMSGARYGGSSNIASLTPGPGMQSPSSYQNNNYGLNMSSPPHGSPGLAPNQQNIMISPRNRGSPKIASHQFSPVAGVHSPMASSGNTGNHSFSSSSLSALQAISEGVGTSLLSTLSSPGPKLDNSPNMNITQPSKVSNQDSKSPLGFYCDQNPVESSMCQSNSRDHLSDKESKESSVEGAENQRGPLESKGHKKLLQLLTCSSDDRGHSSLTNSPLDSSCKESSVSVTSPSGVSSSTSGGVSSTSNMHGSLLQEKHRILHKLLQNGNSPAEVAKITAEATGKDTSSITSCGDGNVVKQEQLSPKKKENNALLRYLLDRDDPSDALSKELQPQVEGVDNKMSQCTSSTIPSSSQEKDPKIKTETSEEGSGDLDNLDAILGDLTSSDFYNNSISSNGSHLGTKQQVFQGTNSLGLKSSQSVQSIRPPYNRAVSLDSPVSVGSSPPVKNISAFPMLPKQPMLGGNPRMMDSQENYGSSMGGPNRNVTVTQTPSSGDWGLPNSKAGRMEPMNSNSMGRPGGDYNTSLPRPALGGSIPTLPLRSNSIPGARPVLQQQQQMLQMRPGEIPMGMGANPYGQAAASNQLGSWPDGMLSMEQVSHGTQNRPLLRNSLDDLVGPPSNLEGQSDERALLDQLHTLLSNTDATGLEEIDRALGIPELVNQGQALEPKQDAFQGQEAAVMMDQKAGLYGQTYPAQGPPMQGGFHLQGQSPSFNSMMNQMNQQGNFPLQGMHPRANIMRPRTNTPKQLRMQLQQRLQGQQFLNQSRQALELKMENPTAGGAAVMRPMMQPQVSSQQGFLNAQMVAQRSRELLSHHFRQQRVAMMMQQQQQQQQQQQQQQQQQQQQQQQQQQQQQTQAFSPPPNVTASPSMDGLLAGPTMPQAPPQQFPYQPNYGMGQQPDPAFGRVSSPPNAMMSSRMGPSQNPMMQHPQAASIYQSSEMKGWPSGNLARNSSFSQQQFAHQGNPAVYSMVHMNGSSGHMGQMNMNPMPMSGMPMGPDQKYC
LRH-1 inv ag: suppresses constitutive activity of human LRH-1 | O00482 | HEK293T StAR-luciferase reporter, LRH-1 transfected, 24 h | inhibition, % at 3.6 µM | 360,000 compounds, 0.13% hits;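 active = inhibition above the mean inhibition of all tested compounds plus 3 SD, cut at about 73% in these data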;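 also: 0% = DMSO wells and 100% = reporter-only cells lacking LRH-1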
SRC1 inh: inhibitors of human steroid receptor coactivator 1 (SRC1) | Q15788 | HEK293 GAL4-SRC1 luciferase reporter, luminescence | inhibition, % at 3.6 µM | 360,000 compounds, 0.12% hits | AID 588354;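 active = inhibition above the campaign mean plus 3 SD, with each screening campaign given its own cutoff, cut at about 60% in these data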;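 also: 0% = DMSO treated cells and 100% = gossypol at 36 µM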
TROY NFkB inh: TROY signaling inhibition; Q293 LMP1-TROYcd NF-kB luciferase reporter, 4 h; inhibition, % at 10 µM; 360,000 compounds, 0.98% hits; AID 1347056;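 active = compounds whose plate-normalised and pattern-corrected inhibition of the luciferase reporter signal at the single screening dose is 50% or more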
NOD2-RIPK2 inh: NOD2-RIPK2 protein interaction inhibition | O43353 | CHO BLA complementation NOD2-RIPK2, CCF4 ratio | inhibition, % at 4.98 µM | 360,000 compounds, 0.38% hits | AID 624267; in the data active = inhibition above about 21%;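 also: 0% = vehicle only and 100% = reference blocker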
ABHD5-PLIN5 inh: ABHD5-PLIN5 protein interaction inhibition; 360,000 compounds, 0.78% hits; Split G. princeps luciferase complementation, luminescence, 4 h; inhibition, % at 4 µM;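 active = inhibition above the mean inhibition across every tested compound plus 3 SD, cut at about 22% in these data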;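 also: 0% = DMSO only wells and the 100% control is not disclosed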
TWEAK-Fn14 inh: blocks TWEAK-Fn14 interaction in a reporter cell assay; 360,000 compounds, 2% hits; TWEAK-stimulated Fn14 reporter cells, luciferase luminescence, 8 h; inhibition, % at 10 µM; in the data active = inhibition above about 50%
NCOA2 inhibitor: human SRC2 (NCOA2) inhibition | inhibition, % at 9 µM | HEK293 GAL4-SRC2 luciferase reporter, luminescence | 370,000 compounds, 0.17% hits;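 active = inhibition above the mean inhibition of all tested compounds plus 3 SD, set per campaign, cut at about 52% in these data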;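 also: 0% = DMSO treated cells and 100% = cells given Gossypol at 36 µM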
Granule exo inh: blocks lytic granule exocytosis. TALL-104 LAMP-1 surface exposure, flow cytometry; cells stimulated with thapsigargin and PMA. inhibition, % at 10 µM. 360,000 compounds, 0.66% hits. AID 651702;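 active = inhibition above about 55%, limit read from the data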
TLR9-MyD88 inh: blocks human TLR9 binding to MyD88 | Q9NR96+Q99836 | CHO BLA complementation TLR9-MyD88, CCF4 FRET ratio | inhibition, % at 4.98 µM | 340,000 compounds, 0.21% hits;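 active = inhibition above the mean over all tested compounds plus 3 SD, cut at about 21% in these data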;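 also: 0% = DMSO only wells and 100% = clavulanate BLA inhibitor control wells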
COUP-TFII inh: inhibitors of human COUP-TFII (NR2F2); HEK293T NGFI-A luciferase reporter, luminescence; inhibition, % at 8.6 µM; 370,000 compounds, 0.7% hits; AID 686940;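 active = inhibition above a per-plate cutoff, mean inhibition of test wells between control levels plus 3 SD, cut at about 38% in these data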;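 also: cells cotransfected with COUP-TFII expression vector driving the NGFI-A reporter; 0% = median of COUP-TF2 test wells and 100% = reporter-only cells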
Numbers without * were called inactive; · = not tested or not shown. Only part of the results is shown; count on the stated rates, not on these rows.

SMILES | NCOA3 inh | LRH-1 inv ag | SRC1 inh | TROY NFkB inh | NOD2-RIPK2 inh | ABHD5-PLIN5 inh | TWEAK-Fn14 inh | NCOA2 inhibitor | Granule exo inh | TLR9-MyD88 inh | COUP-TFII inh
CC(=O)c1ccc(NC(=O)C2(c3ccccc3)CC2(Cl)Cl)cc1 (stereo not given) | -40 | -31 | -38 | -51 | 7 | 1 | -19 | -12 | 4 | 1 | -15
Nc1ccc2c(C(F)(F)F)cc(C(F)(F)F)nc2n1 | 24 | -2 | 6 | 8 | -6 | 2 | -6 | -5 | -3 | 0 | -3
COC(=O)CCN(C(=O)c1ccc(N2CCCC2)c([N+](=O)[O-])c1)c1ccccn1 | -12 | 0 | 5 | -10 | -5 | 0 | 2 | 0 | -6 | -2 | 12
O=C(CC1SC(=NCC2CCCO2)NC1=O)Nc1cccc2ccccc12 (stereo not given) | 12 | -4 | 3 | -5 | -2 | 3 | 4 | -15 | -5 | -3 | -4
COc1ccc(-c2ccc(CN3C(CC(C)C)C(=O)N(Cc4cn(CCC5OCCO5)nn4)CCS3(=O)=O)cc2)cc1OC (stereo not given) | -11 | -12 | -9 | 17 | -10 | -17 | 9 | 11 | -5 | -1 | 1
CC1CCCCN1C(=O)COC(=O)Cc1c[nH]c2ccccc12 (stereo not given) | 5 | 20 | -7 | 22 | 10 | 2 | -10 | -1 | -31 | -3 | 8
Cc1ccc(C(=O)NCCc2cccc(Cl)c2)cc1[N+](=O)[O-] | -39 | -73 | -46 | -42 | -5 | -1 | -25 | -21 | -1 | 4 | -35
CN1CCN(C(=O)CCN2C(=O)/C(=C/c3ccccc3Cl)SC2=S)CC1 | 8 | -2 | 10 | 18 | -4 | 1 | 23 | 26 | 3 | -3 | 2
CCc1c(-c2cccc(Cl)c2)ncn1Cc1cccc(-c2ccccc2)c1 | · | 28 | · | · | -7 | 3 | · | -23 | 29 | · | -26
O=S(=O)(c1ccc(C2=CSC3=NCCN23)cc1)N1CCOCC1 | 20 | -3 | -18 | -2 | -13 | -6 | -8 | -16 | -3 | 0 | 5
C[C@@H]1CN([C@@H](C)CO)C(=O)c2cccc(NC(=O)Nc3ccccc3)c2O[C@H]1CN(C)C(=O)Nc1cccc2ccccc12 | 3 | 6 | -8 | 36 | -11 | 1 | 34 | 4 | -3 | 2 | 2
O=C(COC(=O)c1cc([N+](=O)[O-])ccc1N1CCOCC1)NCc1ccccc1 | 3 | -10 | -4 | 0 | 6 | 10 | -13 | -32 | -2 | 2 | -15
CC(=O)Nc1ccc(NC(=O)C2CCCN2C(=O)Nc2ccc(F)cc2)cc1 (stereo not given) | -13 | -9 | 3 | -10 | -11 | 2 | 21 | -2 | 0 | -3 | -15
O=C1c2cccnc2C(=O)N1Cc1ccc(S(=O)(=O)N2CCOc3ccc(Cl)cc32)cc1 | 9 | 0 | -25 | 29 | -7 | -9 | -9 | · | 3 | -78 | ·
CC(C)OC(=O)c1nnn(-c2nonc2N)c1CSc1ccccn1 | 9 | -4 | -16 | 14 | -3 | -20 | -8 | 12 | -3 | -10 | 2
CCC1(C)NC(=O)N(CC(=O)N2N=C(c3ccccc3)CC2c2ccc(OC)cc2)C1=O (stereo not given) | 12 | 18 | 9 | -34 | 0 | 12 | 9 | 3 | -3 | 2 | 7
Cc1ccc(NC(=O)CN(C)C(=O)c2sc3cc(Cl)ccc3c2Cl)cc1 | 1 | -2 | -4 | -14 | -6 | -3 | -17 | 15 | 1 | 0 | -1
CCCCCCn1c(CN2CCN(C(=O)c3ccco3)CC2)nc2c1c(=O)n(C)c(=O)n2C | -6 | -9 | -9 | 4 | -4 | -2 | 0 | -3 | -2 | -3 | 10
Cn1nc([N+](=O)[O-])nc1Oc1ccccc1N | 0 | -7 | -8 | 0 | -13 | 1 | 15 | -2 | -3 | 1 | -22
O=C(O)c1ccc(-c2noc(-c3cccc(F)c3)n2)cc1 | -59 | -55 | -83 | -40 | -16 | 7 | -16 | -44 | 9 | 3 | -25

Among those listed so far, 2 contain an aryl methoxy group:
SMILES | NCOA3 inh | LRH-1 inv ag | SRC1 inh | TROY NFkB inh | NOD2-RIPK2 inh | ABHD5-PLIN5 inh | TWEAK-Fn14 inh | NCOA2 inhibitor | Granule exo inh | TLR9-MyD88 inh | COUP-TFII inh
COc1ccc(-c2ccc(CN3C(CC(C)C)C(=O)N(Cc4cn(CCC5OCCO5)nn4)CCS3(=O)=O)cc2)cc1OC (stereo not given) | -11 | -12 | -9 | 17 | -10 | -17 | 9 | 11 | -5 | -1 | 1
CCC1(C)NC(=O)N(CC(=O)N2N=C(c3ccccc3)CC2c2ccc(OC)cc2)C1=O (stereo not given) | 12 | 18 | 9 | -34 | 0 | 12 | 9 | 3 | -3 | 2 | 7

Later entries:
SMILES | NCOA3 inh | LRH-1 inv ag | SRC1 inh | TROY NFkB inh | NOD2-RIPK2 inh | ABHD5-PLIN5 inh | TWEAK-Fn14 inh | NCOA2 inhibitor | Granule exo inh | TLR9-MyD88 inh | COUP-TFII inh
CN(C)CCn1c(NCc2ccc3c(c2)OCO3)nc2ccccc21 | -5 | -8 | 6 | 5 | -5 | -8 | -13 | -6 | 8 | 4 | -14
COCCNC(=O)c1cc(-c2ccccc2)nn1CC1CC(c2cccnc2)=NO1 (stereo not given) | 9 | 25 | 7 | -3 | -4 | -1 | -2 | 4 | -4 | -4 | 8
CC[n+]1c(-c2ccc(C)cc2)csc1Nc1c(C)n(C)n(-c2ccccc2)c1=O | 20 | 15 | -2 | 13 | 2 | 0 | 20 | 14 | 1 | -3 | 4
C=CCNC(=S)Nc1cc(S(=O)(=O)N2CCOCC2)ccc1-n1cncn1 | 20 | 4 | 3 | -11 | 5 | 4 | 1 | -15 | 9 | 11 | 6
Nc1nc(NCC(=O)O)nc(N2CCCCCC2)c1[N+](=O)[O-] | -1 | 5 | -11 | 0 | 2 | 5 | 4 | -13 | -9 | 5 | 3
CCOc1ccc(N2CC(C(=O)NCCN3C(=O)S/C(=C/c4cccnc4)C3=O)CC2=O)cc1 (stereo not given) | 14 | -18 | 9 | -4 | 7 | 4 | 3 | -21 | 3 | -2 | -5
CCc1nnc(NC(=O)CCC(=O)N2CCN(C3CCCCC3)CC2)s1 | -4 | -2 | -14 | -13 | 2 | -4 | -4 | -29 | 2 | -3 | -5
Cc1cccc(CN2CCC(C(=O)Nc3ccc(-n4nc(C)cc4C)cc3)CC2)n1 | -20 | -3 | -3 | -3 | 1 | 2 | -4 | -2 | 3 | -1 | 4
CO/N=C/c1ccc(N2CCN(C(=O)c3ccc(C)cc3)CC2)c([N+](=O)[O-])c1 | -6 | 17 | -14 | -2 | -10 | 1 | 15 | 5 | 2 | 2 | 16
O=C(Nc1ccc2c(c1)Cc1ccccc1-2)c1ccccc1F | -118 | -168 | -114 | -26 | -11 | -3 | -52 | -64 | -3 | 0 | -50
COCCn1c(N2CCCC2)nc2c1c(=O)[nH]c(=O)n2C | -7 | -10 | -20 | 22 | -10 | 4 | 9 | -5 | 2 | 3 | 9
C=CCOCCN(CCOCC=C)C1=NS(=O)(=O)c2ccccc21 | 0 | -20 | 5 | -2 | -3 | 2 | 12 | -1 | -1 | -4 | -5
COc1ccccc1NC(=O)CCC(=O)Nc1ccccc1OC | 10 | 12 | -51 | -8 | 1 | -3 | -6 | -39 | -3 | -11 | -6
CCCCCc1nc2c(c(=O)c3ccccc3n2C)c(=O)n1Cc1ccc(OC)cc1 | -13 | -6 | 4 | -15 | -5 | 5 | -31 | -46 | 14 | -39 | 23
Cc1[nH]c2ccccc2c1C(=O)CSc1nc2ccccc2c(=O)n1CCCN1CCOCC1 | 21 | 22 | -2 | 24 | 6 | 16 | 45 | 13 | 55 | -11 | 3
Cc1ccc(SCc2c(C#N)c3ccccc3n2C)cc1 | -12 | -20 | -20 | -52 | -7 | 0 | -1 | -25 | -2 | -8 | 5
Cc1ccc([N+](=O)[O-])c(OCCN2CCc3ccccc3C2)c1 | -21 | -4 | -9 | -4 | 5 | 7 | -5 | 10 | -2 | -5 | -15
CC(C)CN1C(=O)c2ccccc2C1c1nnnn1-c1ccc2c(c1)OCCO2 (stereo not given) | · | -6 | · | 10 | -15 | -3 | 8 | -4 | -9 | · | -4
CCC(=O)Nc1cc(C)c(NC(=O)c2ccco2)cn1 | 18 | 7 | 6 | 1 | -5 | -1 | 5 | -18 | -2 | 0 | -7
Cc1ccc(NS(=O)(=O)c2cccc(C(=O)NC3CCN(Cc4ccccc4)CC3)c2)cc1 | 14 | 19 | 8 | 33 | -1 | 6 | 23 | 15 | 0 | -4 | 40*
NC(=O)CC(NC(=O)Cc1ccc(Cl)cc1)c1ccc(NC2CCCCCC2)c([N+](=O)[O-])c1 (stereo not given) | 0 | 19 | 3 | -3 | -4 | -6 | -20 | -10 | 2 | -5 | -5
CC1(C)CC(=O)C(N=Nc2c(F)cccc2F)=C(O)C1 | 9 | 0 | 6 | 5 | -4 | 6 | -17 | -25 | -7 | · | 6
COc1ccc(CCNC(=O)c2ccco2)cc1OC | 7 | -6 | -2 | 5 | -4 | 0 | -18 | -57 | -4 | -19 | -19
CCOC(=O)c1[nH]c(C)c(C(=O)NCC2CCCO2)c1C (stereo not given) | 8 | 2 | -19 | · | 8 | -2 | 10 | 17 | 1 | 6 | -6
CC(C)c1cc(=O)n2[nH]c(SCc3ccc(Cl)cc3)nc2n1 | 1 | 4 | 12 | 9 | -10 | 5 | 13 | -4 | 5 | 5 | 9
Nc1cc([N+](=O)[O-])cc2oc(-c3ccccc3)cc12 | -42 | -18 | -65 | 17 | 7 | 5 | -9 | 4 | -12 | 0 | -17
Cc1ccc(C2C(C(=O)c3ccco3)=C(O)C(=O)N2c2ncccn2)cc1 (stereo not given) | 9 | -7 | -21 | -10 | 11 | -9 | -4 | -7 | -2 | -3 | -15
C=CC[N+](C)(C)CC(=O)OCc1ccccc1 | 9 | 12 | -22 | -5 | -4 | 6 | 3 | 1 | 3 | 2 | 13
CN1CCC(N(C)S(=O)(=O)c2ccc(NC(=O)COc3ccc(Cl)cc3)cc2)CC1 | 4 | 16 | -9 | -2 | 15 | 2 | 15 | -10 | -3 | 12 | -17
CCOC(=O)C1Cn2c(nc3c(c2=O)C(C)(CC)Cc2ccccc2-3)S1 (stereo not given) | 21 | 7 | 3 | 12 | -4 | -2 | 22 | 23 | -4 | -4 | 15
CC(C)(C)C1CCC(CN2C(Nc3ccccc3)=NC[C@@H]2Cc2ccccc2)CC1 (stereo not given in full) | 14 | -23 | -4 | 18 | 6 | 13 | -28 | -4 | -3 | -1 | -8
Cc1cccc(C(=O)NC(=O)Nc2c(C)cc(C)nc2C)c1 | -24 | -56 | -27 | -30 | -2 | 2 | 11 | -25 | -3 | 14 | -17
COC(=O)c1cc2c(n(Cc3ccccc3)c1=O)CCCC2=O | 9 | -21 | 1 | -8 | 2 | 1 | 8 | -8 | -3 | 9 | 0
NC(Cc1ccc(C(F)(F)F)cc1)c1csc(Nc2ccc(C(=O)c3ccccc3)cc2)n1 (stereo not given) | -11 | 19 | 2 | 26 | 9 | -7 | 9 | 19 | 28 | · | 5
CC1CCN(C(=O)c2ccc(CNS(=O)(=O)c3ccc(C(C)(C)C)cc3)cc2)CC1 | -11 | -15 | 1 | 22 | 4 | -7 | 14 | -45 | 3 | -7 | 9
CCOc1ccc(-c2nc(C#N)c(NCc3ccco3)o2)cc1 | -1 | -14 | -9 | -37 | -4 | -5 | -52 | 8 | -2 | 7 | 12
